TRHR ag: qHTS for Small Molecule Agonists and Allosteric Enhancers of Human TRH Receptor: Primary Screen for Agonists; TRHR cells, calcium flux fluo-8, FDSS agonist mode; Thyrotropin-releasing hormone receptor (Homo sapiens), P34981; actives 0.18% (n = 360,000); AID 493084, 2011; activation, % at 2 µM; also: 0% is about no effect
Target sequence (P34981 whole entry, looked up): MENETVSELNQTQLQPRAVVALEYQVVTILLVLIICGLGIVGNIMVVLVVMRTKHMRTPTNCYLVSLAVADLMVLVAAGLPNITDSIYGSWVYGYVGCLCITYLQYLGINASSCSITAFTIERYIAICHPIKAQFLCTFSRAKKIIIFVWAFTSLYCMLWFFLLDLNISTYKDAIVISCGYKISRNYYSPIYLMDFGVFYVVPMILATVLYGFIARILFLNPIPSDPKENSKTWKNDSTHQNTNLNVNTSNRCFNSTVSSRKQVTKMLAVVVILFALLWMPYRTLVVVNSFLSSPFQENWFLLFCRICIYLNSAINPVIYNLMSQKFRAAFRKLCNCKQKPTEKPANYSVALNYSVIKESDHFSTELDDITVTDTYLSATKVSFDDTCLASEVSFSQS
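Agonist-mode FDSS calcium read (Ex 480/Em 530, 1 s cycles) in 1536-well TRHR cells with fluo-8 dye, after 10-cycle baseline and 23 nL compound addition; TRH at EC20 (10 nM final) added afterwards for the enhancer phase.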
D2 PAM: HTS Assay for Positive Allosteric Modulators of the Human D2 Dopamine Receptor: Primary Screen for Potentiators. D(2) dopamine receptor (Homo sapiens), P14416. HEK293 T-REx D2, calcium flux, EC20 dopamine potentiation. potentiation, % at 10 µM. actives 0.34% (n = 340,000). AID 485347, 2010;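 active = potentiation over 3 SD above the plate norm, cut at about 30% in these data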; also: 0% is about no effect
Target sequence (P14416 whole entry, looked up): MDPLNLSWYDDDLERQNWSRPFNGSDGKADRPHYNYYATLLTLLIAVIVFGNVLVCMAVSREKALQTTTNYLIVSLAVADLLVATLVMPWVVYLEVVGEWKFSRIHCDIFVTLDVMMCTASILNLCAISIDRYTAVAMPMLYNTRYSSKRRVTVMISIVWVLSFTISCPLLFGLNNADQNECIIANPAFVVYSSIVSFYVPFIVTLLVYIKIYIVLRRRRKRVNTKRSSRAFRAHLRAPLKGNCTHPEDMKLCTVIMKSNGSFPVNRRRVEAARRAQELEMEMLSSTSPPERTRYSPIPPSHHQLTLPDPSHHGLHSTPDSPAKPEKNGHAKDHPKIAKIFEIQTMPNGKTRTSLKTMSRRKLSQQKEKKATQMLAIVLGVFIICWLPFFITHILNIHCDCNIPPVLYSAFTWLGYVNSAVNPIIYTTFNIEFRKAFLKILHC
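Using a no-wash calcium dye in inducible, force-coupled HEK293 Trex cells expressing D2, we tracked fluorescence each second for 180 s after compound, then for 180 s after EC20 dopamine to detect augmented signalling.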
D2 agonist: HTS Assay for Allosteric Agonists of the Human D2 Dopamine Receptor: Primary Screen for Agonists | D(2) dopamine receptor (Homo sapiens), P14416 | HEK293 T-REx D2 cells, calcium flux agonist mode | activation, % at 2 µM | actives 0.53% (n = 340,000) | AID 485358, 2010;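 active = activation over 3 SD above normal in the single-dose calcium agonist read, cut at about 30% in these data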; also: 0% is about no effect
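Tetracycline-induced HEK293 T-REx cells with force-coupled D2 receptor, plated overnight at 30 C, loaded with no-wash calcium dye. After a 10 s baseline, compound was pin-added and calcium flux read kinetically for 180 s; calcium rises flagged agonists.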
D1 agonist: Allosteric Agonists of the Human D1 Dopamine Receptor: qHTS; activation, % at 2 µM; actives 1% (n = 360,000); HEK293 T-REx D1 cells, calcium flux, agonist mode; AID 504660, 2011; also: 0% is about no effect
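Inducible HEK293 T-REx D1 cells, force-coupled to calcium signalling, were plated at 4000 cells/well with tetracycline and held overnight at 30 C. After no-wash calcium dye loading, compound-evoked calcium rise over 180 s flagged agonists.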
D1 antagonist: Antagonist of Human D 1 Dopamine Receptor: qHTS. D(1A) dopamine receptor (Homo sapiens), P21728. HEK293 TREx D1 cells, calcium flux, dopamine EC80; hits give low values. activity change, negative = inhibition, % at 10 µM. actives 3.2% (n = 360,000); in the data active = activity change below about -30%; also: % is scaled to controls: 0 for no effect and ±100 for the full control effect
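Tetracycline-induced HEK293 Trex D1 cells, force-coupled to calcium, dye-loaded; compounds added and read 180 s, then EC80 dopamine added and calcium flux tracked kinetically another 180 s.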
RXFP1 antagonist: qHTS Assay for Antagonists of the Relaxin Receptor RXFP1 | Relaxin receptor 1 (Homo sapiens), Q9HBX9 | HEK293-RXFP1, relaxin-stimulated cAMP HTRF, 30 min; hits give low values | activity change, negative = inhibition, % at 57.5 µM | actives 0.59% (n = 350,000) | AID 1259400, 2018;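 active = activity change of -60% or lower, but not beyond a set lower limit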; also: % is scaled to controls: 0 for no effect and ±100 for the full control effect
D1 potentiator: Potentiators of Human D1 Dopamine Receptor: qHTS. HEK293 TREx D1 cells, calcium flux, dopamine EC20 potentiation. potentiation, % at 10 µM. actives 0.036% (n = 360,000). AID 504651, 2011; in the data active = potentiation above about 30%; also: 0% is about no effect
TRHR enhancer: qHTS for Small Molecule Agonists and Allosteric Enhancers of Human TRH Receptor: Primary Screen for Enhancers; Thyrotropin-releasing hormone receptor (Homo sapiens), P34981; TRHR cells, fluo-8 calcium fluorescence, EC20 TRH enhancement; enhancement, % at 2 µM; actives 0.66% (n = 360,000); in the data active = enhancement above about 30%; also: 0% is about no effect
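TRHR-expressing cells loaded with fluo-8 calcium dye were read kinetically (ex 480/em 530) during compound addition, then stimulated with an EC20 of TRH (10 nM final). Enhancement of the Gq-mediated intracellular calcium response was scored.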
D2 antag: HTS Assay for Allosteric Antagonists of the Human D2 Dopamine Receptor: Primary Screen for Antagonists. HEK293 TREx D2 cells, calcium flux, dopamine EC80. inhibition, % at 10 µM. actives 2% (n = 340,000). AID 485344, 2010; in the data active = inhibition above about 30%; also: 0% is about no effect
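Compounds are added to dye-loaded, induced HEK293 T-REx cells coupled to calcium release via D2; after a 3 min kinetic read an EC80 dopamine stimulus is given and fluorescence is recorded for 3 more min.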
An asterisk follows results filed as active; / = no result given. Rule as the data show it, unless noted: active = activation above about 30%; inactive = the rest.

SMILES | TRHR ag | D2 PAM | D2 agonist | D1 agonist | D1 antagonist | RXFP1 antagonist | D1 potentiator | TRHR enhancer | D2 antag
C[C@H](CCC(=O)NCC(=O)O)[C@H]1CC[C@H]2C3[C@H](O)C[C@@H]4C[C@H](O)CC[C@]4(C)[C@H]3C[C@H](O)[C@]12C (stereo partly drawn) | 0.7 | 19 | 0.7 | 0 | 4 | / | -2 | 1 | -11
Cc1sc2ncnc(N/N=C/c3ccc(O)cc3)c2c1C | 0.6 | 10 | -0.5 | 1 | -86* | / | -6 | 1 | 6
CSc1nc(-c2ccccc2)c2cc(Cl)ccc2n1 | -0.9 | -2 | -0.7 | 1 | 6 | -3 | -9 | 6 | 3
CCOC(=O)N1C(=O)[C@](CC)(c2ccccc2)N1C(=O)OCC | 0.4 | 9 | -0.1 | 3 | -1 | / | -8 | 3 | -9
Cc1ccc(C)c(NC(=O)c2nn(C)c3c2CS(=O)(=O)c2ccccc2-3)c1 | -0.1 | -3 | 0.0 | -1 | -14 | / | -5 | -22 | /
Cc1nc(N(CCO)C2CCCCC2)c2nnn(Cc3ccccc3)c2n1 | 0.1 | -6 | -1.4 | -1 | -3 | 2 | 4 | 7 | 18
CC(=O)NC(CC(=O)NCC(c1ccco1)N(C)C)c1ccccc1 (stereo not drawn) | -0.1 | 11 | -0.4 | 3 | -2 | 3 | -3 | 1 | -6
Cc1c(NS(=O)(=O)c2cccc(C(=O)NCc3ccc(Cl)cc3)c2)c(=O)n(-c2ccccc2)n1C | 0.1 | 14 | -0.2 | 4 | -20 | -16 | -4 | -5 | -5
COC(=O)Cn1c(SCCOc2ccccc2Cl)nc2ccccc21 | 0.2 | -1 | 11 | 5 | -15 | / | -2 | 2 | /
Cc1cc(C)c2oc(-c3ccc(NC(=O)COc4ccccc4C)cc3)nc2c1 | 0.1 | -7 | 0.5 | 2 | -1 | -7 | -1 | -3 | /
CCCCC(=O)Nc1ccc(C(=O)NCCN2CCOCC2)cc1 | 0.1 | -1 | 0.3 | -1 | -58* | -2 | -4 | 0 | 6
COc1ccc(CCn2c(NCc3ccco3)nc3c2c(=O)[nH]c(=O)n3C)cc1 | -0.6 | 19 | 0.5 | 0 | 15 | -3 | -1 | 6 | -17
Cn1c(-c2ccc(CN3CCCCC3)o2)nc2ccccc21 | 0.0 | -21 | -0.3 | -1 | -2 | -6 | 4 | -7 | 34*
Clc1cncc(Cl)c1NNc1c2ccccc2nc2ccccc12 | 0.2 | 1 | -0.8 | 2 | -6 | -2 | 0 | 1 | -9
c1csc(-c2nnc(Cc3cccc4ccccc34)o2)c1 | 0.0 | 5 | 0.4 | 3 | 0 | 27 | -9 | -7 | -7
Cc1ccc(CNC(=O)c2cc3c(s2)CS(=O)(=O)C3)cc1 | -0.3 | 2 | -0.6 | 4 | -6 | 7 | 0 | 3 | 4
CC(=O)Nc1cc(-c2nc3cc(Cl)ccc3o2)ccc1C | -0.2 | -27 | 2.6 | -1 | -2 | 1 | 1 | -5 | /
COCC(C)N1CCC(n2nccc2NC(=O)CCOc2ccccc2)CC1 (stereo not drawn) | 0.6 | -7 | 0.9 | 3 | -3 | -3 | 12 | -3 | 2
CC1(C)CC(C(CC(=O)Nc2nccs2)c2ccccc2)CCO1 (stereo not drawn) | 2.0 | 1 | 1.6 | 0 | 0 | -2 | -6 | 0 | -9
COc1ccc(/C=C/C(=O)NC(C)C)cc1Br | -0.9 | 4 | 0.2 | -1 | 42 | -25 | -1 | 7 | 18
N#CCc1nc2ccccc2c(=O)[nH]1 | 3.9 | 3 | 2.6 | 8 | 0 | 15 | 0 | 1 | -5
NC(=O)c1ccccc1NC(=O)CCCc1ccccc1 | -0.5 | 8 | 1.5 | 0 | -17 | 11 | -12 | -1 | 8
Cc1ccc(-n2nnnc2SCC(=O)c2c(N)n(CC(C)C)c(=O)n(C)c2=O)cc1 | -0.3 | -4 | -0.8 | 9 | -15 | -19 | -5 | 1 | -18
Cc1noc2ncnc(Sc3ccc(Br)cc3)c12 | -0.5 | -9 | -1.2 | 2 | / | -32 | 7 | -10 | 6
Cc1ccnc(NS(=O)(=O)c2ccc(NC(=O)C3CCCCC3)cc2)n1 | 0.7 | 4 | 0.6 | 2 | 18 | 5 | 1 | -7 | -13
CCOc1ccc(-n2c(SCC(=O)Nc3cc(C(=O)O)ccc3Cl)nc3ccccc3c2=O)cc1 | -0.5 | 15 | 0.3 | 2 | -10 | -37 | 2 | 3 | 18
Cn1c(=S)[nH]c2[nH]c(=O)cnc2c1=O | 2.5 | 25 | -0.4 | 4 | 6 | -5 | 0 | 9 | -20
COc1ccc(C(C)C)cc1S(=O)(=O)Nc1ccccn1 | 0.3 | -5 | -0.9 | 0 | 15 | 15 | -2 | 3 | 7
CCOc1cc(NC(=S)NCC2CCCO2)c(OCC)cc1NC(=O)c1ccc(OC)cc1 (stereo not drawn) | 0.3 | -3 | -2.0 | 2 | -11 | 1 | -1 | 3 | 8
CCCCCN(C(=O)NC(=O)Nc1cccc(C)c1C)S(C)(=O)=O | -0.1 | 4 | 2.0 | 22 | 20 | 1 | 13 | 1 | -3
COc1ccc(C2CC(=O)c3cc(-c4nc(-c5ccc(Cl)cc5)cs4)c(=O)[nH]c3C2)cc1 (stereo not drawn) | 2.0 | -3 | 2.0 | 4 | -3 | -10 | 0 | 12 | /
COc1cccc(NC(=O)Cn2c(=O)n(Cc3ccccc3)c(=O)c3c4c(sc32)CN(C(C)=O)CC4)c1 | 1.0 | -1 | 0.6 | 2 | 2 | / | -8 | 4 | /
Cc1ccc(NC(=O)CCCn2c(=O)oc3ccccc32)c(O)c1 | 0.0 | 4 | -0.2 | 3 | -7 | 1 | 0 | -2 | -10
CC(=O)N/N=C(/C)c1ccc(NC(=O)c2csc(C)c2C)cc1 | 0.0 | 4 | -1.0 | 2 | -7 | 5 | -9 | -5 | -9
O=c1nc(-c2ccccc2)n(-c2ccccc2)[nH]1 | 0.0 | 1 | 2.4 | 1 | 4 | -5 | -1 | 26 | -5
N#Cc1ccc(N2CCN(C(=O)c3cccc(F)c3)CC2)c(F)c1 | 0.0 | 8 | -0.6 | 13 | 11 | -1 | 0 | 4 | 1
CCn1cc(/C=N/N=C2\CCC3C4CCc5cc(O)ccc5C4CC[C@]23C)c(C)n1 (stereo partly drawn) | -0.3 | 1 | -0.3 | 5 | -1 | -21 | -3 | -5 | 10
CCN(CC)c1ccc(/C=N/NC(=O)c2cccc(N3CCCC3=O)c2)cc1 | -0.9 | 6 | -0.9 | -1 | 6 | 1 | 8 | -6 | -6
Cc1ccc(C(C[N+](=O)[O-])n2nc(C)cc2C)cc1 (stereo not drawn) | 2.7 | 7 | 0.9 | -3 | 7 | / | 6 | 2 | 25
Cc1cc(/C=C2/NC(=O)N(c3ccccc3)C2=O)c(C)n1C(C)C | 0.3 | 5 | 0.3 | 1 | -8 | -21 | -5 | 1 | -13

In a second layout: results already given
Compound,TRHR ag,D2 PAM,D2 agonist,D1 agonist,D1 antagonist,RXFP1 antagonist,D1 potentiator,TRHR enhancer,D2 antag
Cc1ccc(NC(=O)CCCn2c(=O)oc3ccccc32)c(O)c1,0.0,4,-0.2,3,-7,1,0,-2,-10
CC(=O)N/N=C(/C)c1ccc(NC(=O)c2csc(C)c2C)cc1,0.0,4,-1.0,2,-7,5,-9,-5,-9

Looked up by compound from the list above (two):
SMILES | TRHR ag | D2 PAM | D2 agonist | D1 agonist | D1 antagonist | RXFP1 antagonist | D1 potentiator | TRHR enhancer | D2 antag
COc1ccc(CCn2c(NCc3ccco3)nc3c2c(=O)[nH]c(=O)n3C)cc1 | -0.6 | 19 | 0.5 | 0 | 15 | -3 | -1 | 6 | -17
CC(=O)NC(CC(=O)NCC(c1ccco1)N(C)C)c1ccccc1 (stereo not drawn) | -0.1 | 11 | -0.4 | 3 | -2 | 3 | -3 | 1 | -6

Next section
SMILES | TRHR ag | D2 PAM | D2 agonist | D1 agonist | D1 antagonist | RXFP1 antagonist | D1 potentiator | TRHR enhancer | D2 antag
CN(C(=O)c1cccs1)c1ccccc1C(=O)O | 0.7 | -11 | 0.9 | 2 | 0 | 9 | 14 | 2 | 3
O=C(CCN1CCN(CCO)CC1)Nc1ccccc1 | 0.3 | 14 | 1.5 | -2 | -1 | -7 | -4 | -7 | -13
CCOC(=O)C1CCN(C(=O)CSC2=NCCS2)CC1 | -0.3 | 16 | 0.1 | 4 | 7 | 11 | -1 | 12 | 4
Cc1ccc(Oc2ccccc2/C=C/C(=O)O)cc1 | -0.2 | -1 | -1.0 | 1 | -16 | -12 | -2 | 6 | -11
O=C(O)Cc1c(O)ccc2ccccc12 | 1.4 | -6 | -0.5 | 2 | -17 | 2 | 0 | 0 | 6
CC(C)n1c(=S)[nH]c2ccccc21 | -1.3 | -1 | -0.9 | -1 | -3 | -30 | -2 | 9 | -16
CCOc1ccc(OCc2ccc(C(=O)NCC3CCCO3)o2)cc1 (stereo not drawn) | 0.0 | 8 | -0.4 | 2 | -1 | -6 | -5 | 2 | -6
N#CC1=C(N)NC(SCC(=O)c2ccc(Br)cc2)=C(C#N)C12CCCCC2 | 0.8 | -12 | -0.7 | 5 | -26 | -3 | -5 | -4 | -23
NS(=O)(=O)c1ccc(NC(=O)/C=C/c2ccco2)cc1 | 0.5 | 2 | 1.5 | 2 | -15 | -3 | -5 | -5 | 14
COc1ccc(S(=O)(=O)NNC(=O)c2csc(-n3nc(C)cc3C(F)(F)F)n2)cc1 | -0.4 | -12 | 1.0 | 5 | / | 0 | -4 | -3 | 29
COc1ccc(NC(=O)CN2CCCC2)cc1 | 0.1 | 9 | 0.2 | 1 | -2 | 3 | -21 | -12 | 1
COc1ccc(OS(=O)(=O)c2ccc(N3C(=O)CCC3=O)cc2)cc1 | -1.0 | / | -3.3 | 9 | -15 | -9 | -2 | -2 | 2
Cc1cccc(-n2cc(-c3ccccc3)c3c(=O)[nH]cnc32)c1 | -0.8 | -2 | -1.2 | -1 | -45* | -25 | -8 | 3 | -6
CCn1c2c(c(=O)n3ncc(C(=O)Nc4ccc(F)cc4Cl)c13)CN(Cc1ccc(OC)cc1)CC2 | -0.4 | 0 | -1.9 | 3 | 10 | -11 | 0 | -4 | /
CCOc1ccc(Nc2nc(N)c([N+](=O)[O-])c(N3CCN(CC)CC3)n2)cc1 | 0.5 | 6 | 0.2 | 0 | 4 | 6 | -7 | 21 | -22
COCCNC(=O)C(c1cccs1)N(C(=O)Cn1nnc2ccccc21)c1ccccc1 (stereo not drawn) | -1.9 | 14 | -0.8 | 1 | 6 | 1 | 0 | 4 | -9

Compound activity (PubChem BioAssay)
